High-throughput results from PubChem.
14-3-3g Raf = modulators of 14-3-3 gamma protein binding, primary screen, biochemical, fluorescence polarization. hit rate 0.19% among 160,000. FP, 14-3-3gamma / TMR-pS259-Raf peptide binding. 14-3-3 protein gamma (Homo sapiens), P61981. inhibition, % at 40 µM; in the data active means inhibition above about 30%;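 further: 0% = protein plus tracer without compound and 100% = blank with tracer alone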
Target sequence (P61981 whole entry, looked up): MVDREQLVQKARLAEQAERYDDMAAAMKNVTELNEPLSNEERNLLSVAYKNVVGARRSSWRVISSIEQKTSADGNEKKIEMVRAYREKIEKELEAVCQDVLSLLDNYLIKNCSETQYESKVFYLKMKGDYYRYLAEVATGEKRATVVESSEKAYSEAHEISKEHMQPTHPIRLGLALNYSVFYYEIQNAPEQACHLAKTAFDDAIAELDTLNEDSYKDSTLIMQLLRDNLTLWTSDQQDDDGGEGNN
Numbers without * were called inactive; & = joins results of further samples. An excerpt, so the mix of outcomes need not match the whole.

SMILES | 14-3-3g Raf
COc1ccc(N2C(=O)C(N3C(=O)c4ccc([N+](=O)[O-])cc4C3=O)C2c2cc(Br)ccc2OC)cc1 (centres undefined) | -3.1
Cc1cccn2c(=O)c3cc(C(=O)NC(C)c4ccccc4)c(=N)n(C4CCCCC4)c3nc12 (centres undefined) | 1.0
Cc1c(Cl)cccc1NS(=O)(=O)c1ccccc1[N+](=O)[O-] | -22.0
CC(C)c1nnc(NC(=O)CCC(=O)Nc2ccc(F)cc2)s1 | -10.4
COC(=O)c1ccc(COc2ccc3c(C)c(C)c(=O)oc3c2)o1 | -4.7
O=C(Nc1c2c(nn1-c1ccc(F)cc1)CS(=O)C2)c1ccc(S(=O)(=O)N2CCOCC2)cc1 (centres undefined) | -3.8
CCCc1cc(C(=O)NC2CCCCC2)no1 | 1.5
COc1ccccc1N1CCN(c2ncnc3sc(C(=O)N4CCCCC4C)c(C)c23)CC1 (centres undefined) | 1.9
CC1=C(C(=O)Nc2ccccc2C)C(c2ccc([N+](=O)[O-])cc2)NC(=O)N1 (centres undefined) | 9.1
CC1CCN(c2cccc3c2C(=O)c2ccccc2C3=O)CC1 | -20.8
CCC1=NN(C(=O)Cc2ccccc2)C(O)(c2ccc(Br)cc2)C1 (centres undefined) | -2.5
Cc1ccc(Cl)cc1N1CCN(C(=O)COc2ccc(S(=O)(=O)NC(C)C)cc2)CC1 | -4.0
Cc1ccc(Cl)c2c(C)cc(Cl)nc12 | -9.0
O=C(O)c1coc(=O)c(Br)c1 | -9.7
CCN1C(=O)c2ccc(C(=O)NCc3ccccc3)cc2C1=O | -3.8
O=C(Cc1c(C(=O)O)[nH]c2ccccc12)NCC1CCCO1 (centres undefined) | -0.9
CC1CCCCN1C(=O)C1CC=CCC1C(=O)O (centres undefined) | -3.0
CC(=O)CC1(O)C(=O)N(Cc2ccccc2)c2ccccc21 (centres undefined) | 1.4
CC(=O)N1CCc2cc(Br)cc(S(=O)(=O)NCC3COc4ccccc4O3)c21 (centres undefined) | -18.5
c1ccc(Cc2nnc3sc(-c4ccccn4)nn23)cc1 | -14.3
CCOC(=O)C1=C(C(F)(F)F)Nc2ncnn2C1c1ccc(OC)c(OC)c1OC (centres undefined) | 6.3
CCS(=O)(=O)N1CCN(c2nc(-c3ccccc3)cs2)CC1 | -3.9
O=C(Cn1nc(-c2ccc(Cl)cc2)c2ccccc2c1=O)Nc1ccc(C(=O)Nc2ccccc2)cc1 | -6.5
O=C(CCCn1c(=O)c2sccc2n(Cc2ccccc2Cl)c1=O)NCc1ccc2c(c1)OCO2 | -15.8
CCc1cc2c(-c3ccccc3)cc(=O)oc2cc1OCc1cc(C(=O)OC)oc1C | -95.0
CC(C)OCC(O)Cn1c(N2CCCC2)nc2c1c(=O)[nH]c(=O)n2C (centres undefined) | 0.5
CCCCOC(=O)c1cccc(NC(=O)c2cc3ccccc3o2)c1 | -1.6
Cc1nn(C(C)(C)C)c(OC(=O)c2ccccc2[N+](=O)[O-])c1Sc1ccccc1 | 6.0
COc1ccccc1NC(=O)c1cc(S(=O)(=O)N2CC(C)CC(C)C2)ccc1F (centres undefined) | -3.0
COc1ccc(CNC(=O)C2CCN(S(=O)(=O)N3CCC(C)CC3)CC2)c(OC)c1 | -6.1
Cc1csc(NC(=O)CCCSc2nc3ccccc3s2)n1 | -0.5
Cc1ccc(N2C(=O)C3C4C=CC(O4)C3C2=O)cc1[N+](=O)[O-] (centres undefined) | -10.0
O=C1CCC(C(=O)Nc2ccc(OC(F)F)cc2)N1 (centres undefined) | -0.5
CCn1c(C(=O)N2CCc3ccccc3C2)cc2sccc21 | -3.9
Cc1nc(NC(=O)CSc2nc3cccnc3n2C2CCCCC2)sc1C | -8.2
Cc1cc(CN2CCN(CCC#N)CC2)c(O)c(C2(C)CCCCC2)c1 | -2.9
CC(=O)NC1CC2CCCC(C1)N2C(=O)Nc1ccc(Cl)c(C(F)(F)F)c1 (centres undefined) | -1.5
CCN(C(=O)c1coc(=O)c(Br)c1)c1ccc2c(c1)OCO2 | -9.8
Cc1cc(NC(=O)c2cc3nc(C4CC4)cc(C(F)(F)F)n3n2)no1 | -29.0
CC(C)OC(=O)CSc1n[nH]c(-c2cccnc2)n1 | -0.3
CC(C)c1ccc(S(=O)(=O)N2CCN(CC(=O)Nc3ccccc3C(F)(F)F)CC2)cc1 | -12.1
O=C(Nc1nc2c(s1)C(=O)CCC2)c1ccccc1Cl | -4.9
Cc1cccc(OCCN2CCNC2=S)c1 | 5.4
Clc1ccc(-c2ncnn2-c2ccc(Br)nc2)cc1 | 3.2
CC(C)c1ccc(C2SCC(=O)N2c2ccc(O)cc2)cc1 (centres undefined) | -0.4
CCc1ccc2nc(N3CCN(C)CC3)c(C#N)cc2c1 | -4.2
Nc1cc(=O)nc(SCC(=O)Nc2nc3ccccc3s2)n1-c1ccccc1 | -83.8
O=C(NCc1ccc2c(c1)OCO2)c1sc2ccccc2c1Cl | 3.1

A portion taken from the entries so far, for reference:
SMILES | 14-3-3g Raf
CC(=O)NC1CC2CCCC(C1)N2C(=O)Nc1ccc(Cl)c(C(F)(F)F)c1 (centres undefined) | -1.5
CCN(C(=O)c1coc(=O)c(Br)c1)c1ccc2c(c1)OCO2 | -9.8

Continued:
SMILES | 14-3-3g Raf
O=C(c1ccc(F)cc1)N1CCN(C(=O)c2cccs2)CC1 | -1.9
Cc1nn(C(=O)c2c(Br)cnn2C)c(C)c1Br | -4.8
Cc1ccc(N(C(=O)C2CCCC2)C2C=CS(=O)(=O)C2)cc1C (centres undefined) | -5.3
O=C(c1cccn2c(=O)c3ccccc3nc12)N1CCN(c2ccccn2)CC1 | 0.0&-9.5
C=CCn1c(SCC(=O)C(C)(C)C)nc2ccccc2c1=O | -4.0
CCN(CC)CCNC(=O)C1(O)c2ccccc2NC(=O)N1c1ccccc1 (centres undefined) | -6.5
Cc1ccc(-c2cc(C(=O)N3CC(C)CC(C)C3)c3ccccc3n2)o1 (centres undefined) | -38.5
COc1ccc(C(=O)Nc2ccc(-c3nc4cc(C)ccc4o3)c(O)c2)cc1Cl | -48.9
CC(C)(C)OC(=O)N[C@@H](Cc1ccccc1)c1nnc(SCC(=O)O)o1 | -1.0
CC(C)(C)n1nnc(CCc2nnn(C(C)(C)C)n2)n1 | 2.0
COCCNS(=O)(=O)c1ccc(C2CNC(=O)C2)cc1 (centres undefined) | 0.2
O=C1C(=O)N(CCCN2CCOCC2)C(c2ccncc2)/C1=C(\O)c1ccc(F)cc1 (centres undefined) | -1.8
COc1cc(SC)ccc1C(=O)Nc1ccc(S(=O)(=O)N2CCC(C)CC2)cc1 | -3.0
CCc1cc2c(=O)c(-c3nc4ccccc4[nH]3)coc2c(CN2CCC(C)CC2)c1O | -8.0
COCCOC(=O)c1c(C)oc2c1cc(NS(=O)(=O)c1cc(C)c(C)cc1C)c1ccccc12 | -21.6
CSC1=Nc2sc3c(c2C2=NCCN12)CC(C)(C)OC3 | -0.7
Cc1ccc(-c2cc(-c3ccccc3Cl)c(C#N)c(N)n2)o1 | -34.4
COc1ccc(CNC(=O)c2cc(C)on2)cc1 | -6.7
O=C1C(=C2CCCCC2)SC(=S)N1Cc1ccco1 | -2.7
Cc1ccc(-c2nc(CS(=O)CC(=O)NCCCN3CC(C)CC(C)C3)c(C)o2)cc1 (centres undefined) | 2.9
CCN(CC)CCOc1cc2c(nn1)Oc1ccccc1N2C | -4.2
Cc1ccc(C(=O)NC(CCC(=O)O)C(=O)O)o1 (centres undefined) | -1.3
CCOc1cc(-c2nnc(-c3ccco3)o2)cc(OCC)c1OCC | -12.0
CCOc1cc(-c2nn3cnnc3s2)cc(OCC)c1OCC | 3.0
CCOC(=O)c1c(NC(=O)CSc2nnc(-c3ccco3)o2)sc(C(C)=O)c1C | -17.7
CCOC(=O)CSc1nc2c(c(=O)n(Cc3ccccc3Cl)c(=O)n2C)n1C | 4.2
COCC(=O)n1nc(-c2ccccc2)nc1NCc1ccc(F)cc1 | -6.5
Cc1ccc2nc(C3CCN(C(=O)NCc4ccccc4)CC3)[nH]c2c1 | -4.5
O=C(O)CCNc1cc(Cl)ccc1Oc1ccc(Cl)cc1 | -1.2
CC1=C(C(=O)OC2CCCCC2)C(c2cccnc2)C2=C(CCCC2=O)N1 (centres undefined) | 1.6
Cc1c(SCCO)c(=O)[nH]c2cc3c(cc12)OCO3 | 4.0
COc1ccccc1N1CCN(C(=O)CN(c2ccc(Br)cc2)S(=O)(=O)c2ccc(C)cc2)CC1 | 2.0
O=C(NCc1nc2ccccc2[nH]1)c1cc2ccccc2oc1=O | -8.1
Cc1ccc(CN2C3=NC(=O)CN3c3ccccc32)cc1 | 5.1
COc1cc(OC)c(C2SCCN2S(=O)(=O)c2ccc(C)cc2)cc1OC (centres undefined) | -7.8
O=C(Nc1ccc2c(c1)OCO2)C(c1ccccc1)N1CCC2(CC1)OCCO2 (centres undefined) | -10.0

Pulled by structure from the entries so far, seven records:
SMILES | 14-3-3g Raf
CC(C)OC(=O)CSc1n[nH]c(-c2cccnc2)n1 | -0.3
O=C1CCC(C(=O)Nc2ccc(OC(F)F)cc2)N1 (centres undefined) | -0.5
CCc1cc2c(-c3ccccc3)cc(=O)oc2cc1OCc1cc(C(=O)OC)oc1C | -95.0
COCCNS(=O)(=O)c1ccc(C2CNC(=O)C2)cc1 (centres undefined) | 0.2
Cc1ccc(Cl)cc1N1CCN(C(=O)COc2ccc(S(=O)(=O)NC(C)C)cc2)CC1 | -4.0
Cc1c(SCCO)c(=O)[nH]c2cc3c(cc12)OCO3 | 4.0
Cc1cc(NC(=O)c2cc3nc(C4CC4)cc(C(F)(F)F)n3n2)no1 | -29.0

An excerpt of these results, field by field:
CC(=O)CC1(O)C(=O)N(Cc2ccccc2)c2ccccc21 (centres undefined)
  14-3-3g Raf = 1.4

CC(=O)N1CCc2cc(Br)cc(S(=O)(=O)NCC3COc4ccccc4O3)c21 (centres undefined)
  14-3-3g Raf = -18.5

(further entries)
SMILES | 14-3-3g Raf
CC(=O)Nc1ccc(S(=O)(=O)n2cnc(C)c2)cc1 | -4.0
COC(=O)c1ccc(C)c(NC(=O)CN2C(=O)c3ccccc3S2(=O)=O)c1 | -1.9
Cc1cccc(N2CC(c3nc4ccccc4n3C)CC2=O)c1C (centres undefined) | -6.5
COc1cccc(C(=O)Nc2ccc(S(=O)(=O)N3CCCCC3c3cccnc3)cc2)c1 (centres undefined) | -12.1
CCOc1ccccc1NC(=O)c1[nH]c(C)c(C(C)=O)c1C | 1.6
CCOC(=O)C1=C(C)C(c2ccc(OC)cc2OC)NC(=O)N1 (centres undefined) | -1.5
Cc1c(Cl)cccc1-c1ccc(C(=O)Nc2ccccc2[N+](=O)[O-])o1 | -4.8
CNC(=O)c1cc2c(=O)n3cccc(C)c3nc2n(CC2CCCO2)c1=N (centres undefined) | -9.3
O=C(Nc1sc2c(c1C(=O)O)CCCCC2)c1ccco1 | -5.8
O=C(NCc1cccc(F)c1)C1CCN(S(=O)(=O)Cc2ccccc2)CC1 | -7.8
Cc1cccn2c(=O)c3cc(C(N)=O)c(=N)n(Cc4ccco4)c3nc12 | -16.6
Cc1cc(C)nc(/N=C(\N)Nc2ccc(OCCC(C)C)cc2)n1 | 1.9
CC12CCC(C(=O)N3CCCCC3)(CC1=O)C2(C)C (centres undefined) | -0.4
CCOC(=O)c1cn(CC(=O)Nc2ccc(CC)cc2)nn1 | -3.5
CC(C)(C)OC(=O)N1CCC(C(=O)N2CCOCC2)CC1 | -3.5
COc1cccc(CNC(=O)C(CCSC)NS(=O)(=O)c2ccc3c(c2)oc(=O)n3C)c1 (centres undefined) | -7.0
O=C1C2C3C=CC(C3)C2C(=O)N1CCC(=O)N1CCc2ccccc21 (centres undefined) | -5.0
CCOC(=O)Cc1csc(NS(=O)(=O)Cc2ccccc2)n1 | 0.2
CN1C(=O)CCC1(O)c1ccccc1 (centres undefined) | 4.1
CCOC(=O)C1CN(Cc2ccco2)C(=O)C1=O (centres undefined) | -1.5
CC(C)c1cc(NC(=O)C(C)(C)C)cc(C(C)C)c1O | -8.7
COc1ccc(OC)c(-n2nnnc2SCC(=O)Nc2ccc3c(c2)OCCO3)c1 | -5.7
O=C1CC(c2ccc(Cl)cc2)CC2=C1C(c1cc3c(cc1Br)OCO3)Nc1ccccc1N2 (centres undefined) | 8.6
CC1CC(Nc2ncnc3c2c(-c2ccccc2)cn3-c2ccccc2)CC(C)(C)C1 (centres undefined) | -0.7
C/C(=C(\C#N)C(=O)NCCCN1CCOCC1)N(C)C | 1.1
COc1ccc(C2C(C(=O)Nc3ccc(OC)cc3OC)c3ccccc3C(=O)N2C)cc1 (centres undefined) | -8.2
COc1ccccc1N1CCN(C(=O)c2ccc(Sc3ccc(C)cc3)c(NC(C)=O)c2)CC1 | -0.9
Cc1ccc(-c2nnn(CC(=O)N(CC(=O)NC3CCCC3)c3cnc4ccccc4c3)n2)o1 | -6.4
CCCn1c2ccccc2c2nc3cc(OC)c(OC)cc3nc21 | -10.1
O=C(Nc1ccccc1-c1nc2ccccc2s1)c1ccc(S(=O)(=O)N2CCOCC2)cc1 | -11.0
Cc1cc(C)n(-c2cc(N3CCN(C(=O)c4ccc(Cl)cc4)CC3)ccc2[N+](=O)[O-])n1 | 0.7
O=C(Oc1ccc(-c2nnco2)cc1)N(c1ccccc1)c1ccccc1 | -2.9
CC1CC(C)(C)NC(=S)N1CC(=O)NCCCN1CCN(c2ccccc2F)CC1 (centres undefined) | -1.5
CC1CN(CC(=O)N2CCc3[nH]c4ccccc4c3C2)CC(C)O1 (centres undefined) | -10.6
Cc1nc(-c2ccccc2)cc(=O)[nH]1 | -7.9
Cc1cccc(Oc2ccc(N3C(=O)C4C5C=CC(C6CC56)C4C3=O)cc2)c1 (centres undefined) | -20.2
CS(=O)(=O)c1cccc(C(=O)Oc2ccccc2)c1 | -1.9
CCC(=O)Oc1c(S(=O)(=O)c2ccccc2)c(C)nn1C(C)(C)C | 8.2
Cc1c(Br)cc(C(=O)N2CCCC2)c(C)c1C | 0.5&-11.0
Cc1ccccc1OCC(=O)Nc1ccc(S(N)(=O)=O)cc1 | -7.8
CN1C(=O)c2ccccc2C(C(=O)N2CCN(C(=O)c3ccco3)CC2)C1c1c[nH]c2ccccc12 (centres undefined) | 6.7
Cc1ccccc1-n1c(SCc2cccc(F)c2)nc2[nH]ncc2c1=O | -1.4
